# Source: PubChem (several laboratories)
# Scp1 inh = inhibitors of human Scp-1 phosphatase | Q9GZU7 | inhibition, % at 20 µM | AID 493091 | 340,000 compounds, 0.88% hits | Recombinant Scp1, phosphopeptide, malachite green phosphate absorbance;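 active = inhibition above about 50% at 20 µM, limit read from the data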;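 also: plate controls were DMSO wells with enzyme for no effect and wells lacking enzyme for full effect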
# Target sequence (Q9GZU7 76-261 limits assumed): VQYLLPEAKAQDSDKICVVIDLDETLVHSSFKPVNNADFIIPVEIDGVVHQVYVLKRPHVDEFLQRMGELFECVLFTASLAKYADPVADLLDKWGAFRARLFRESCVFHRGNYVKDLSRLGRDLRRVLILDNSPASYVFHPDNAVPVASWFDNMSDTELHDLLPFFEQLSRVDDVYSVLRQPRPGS
#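 Material: truncated SCP-1 phosphatase (76-261aa) / Buffer or medium: 50 mM Tris acetate pH 5.5, 0.005% Tween-20, 10 mM MgCl2 / Compound dosing: one concentration, 20 µM, with 1.0% DMSO / Incubation: 45 min room-temperature reaction, 5 min colour, 30 min stabiliser / Detection: colorimetric free-phosphate detection, absorbance 630 nm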
# MsrA inhibitor = bovine MsrA inhibition | purified bovine MsrA, absorbance read-out | inhibition, % at 15.5 µM | 360,000 compounds, 0.75% hits | AID 651718; in the data active = inhibition above about 4.5%;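 also: 0% = vehicle wells with enzyme and 100% = reference inhibitor wells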
# * hit, by the source's call. Only part of the results is shown (hit frequency here may not be typical).
# Every second line gives: Scp1 inh, MsrA inhibitor
COC(=O)c1cccc(C23CC4(C2)[C@H](CN(Cc2ccc(-c5ccccc5)cc2)[C@@H]4c2ccccc2)C3c2ccc(C(F)(F)F)cc2)c1 (stereo not given in full)
  1, 0.8
Cc1ccc2c(C)nc(Nc3ncc4c(n3)CCCC4=O)nc2c1
  -4, 1.0
Cc1nn2c3cc(N4CCOCC4)ccc3nc2c2ccccc12
  7, 1.8
Oc1c(C=Nc2cccc3nsnc23)ccc2ccccc12
  2, 0.3
CC1CCN(C(=O)c2ccc3c(c2)NC(=O)CN3)CC1
  -8, 2.4
Cn1c(SCC(=O)Nc2ccc3nc(SCC(=O)N4CCCC4)sc3c2)nnc1-c1ccccc1
  102*, -1.2
FC(F)(F)c1ccc(CN2C[C@@H]3C(c4ccc(Cl)nc4)C4(c5cccnc5)CC3(C4)[C@H]2c2ccccc2)cc1 (stereo not given in full)
  -2, -0.6
O=C(O)CC(NC(=O)Cc1ccc(Cl)cc1)c1ccco1 (stereo not given)
  7, 2.0
CC(C)c1nnc(NC(=O)c2nc(S(=O)(=O)Cc3ccccc3F)ncc2Cl)s1
  -2, 2.5
N#Cc1nccnc1S(=O)(=O)c1cccs1
  4, 3.4
Cc1ccc(-c2csc3nc(=O)c(C)nn23)cc1
  -10, -0.8
COCCN1C(=O)c2ccccc2C(C(=O)NCCCN2CCCC2)C1c1c[nH]c2ccccc12 (stereo not given)
  -7, 0.1
CN=C1S/C(=C\c2cccc(Cl)c2Cl)C(=O)N1C
  -11, -0.2
O=C(/C(=C/c1ccncc1)n1ccnc1)c1ccc(Cl)cc1Cl
  -8, -1.1
C#CCOCCOCCOCCNc1nc(N2CCN(C(=O)[C@H](Cc3ccc(O)cc3)n3cc([C@@H](N)C(C)CC)nn3)CC2)nc(N2CCN(C(=O)[C@H](Cc3cc4ccccc4[nH]3)n3cc([C@@H](N)CC(C)C)nn3)CC2)n1 (stereo not given in full)
  12, 0.8
Cn1cc([N+](=O)[O-])c(C(=O)Nc2cc(Oc3cccnc3)cc([N+](=O)[O-])c2)n1
  -5, -1.1
Cc1ccc(C(=O)Nc2cccc(C(=O)O)c2)cc1
  -11, -0.3
NC(=O)C1CCN(c2nc(-c3ccccc3Br)cs2)CC1
  -3, -0.7
CCNc1ccccc1CP(=O)(c1ccccc1)c1ccccc1O (stereo not given)
  -2, 0.7
Cc1ccc(N2CCN(S(=O)(=O)N3CCCCC3)CC2)c(C)c1
  4, -0.7
CN(C(=O)c1ccc(Cl)cc1)c1ccc(OCC(=O)Nc2cc(C(=O)O)ccc2Cl)cc1
  8, 0.1
NC(=O)c1ccsc1NC(=O)COC(=O)C1CCCN1C(=O)c1cccs1 (stereo not given)
  -5, 0.5
NC(=O)[C@@H]1CCCNc2c(I)cc([N+](=O)[O-])cc2C(=O)N[C@@H](CO)C(=O)NCC(=O)N1
  3, 2.5
CC(=O)NCc1ccc(S(=O)(=O)NC2CCN(Cc3ccccc3)CC2)cc1
  -5, -0.2
N#CCN1CCC(c2cc(-c3ccco3)n[nH]2)CC1
  -3, 0.9
O=C(Cn1c(O)c(N=NC(=O)c2ccncc2)c2ccccc21)Nc1ccccc1
  -2, -1.8
Cn1c(-c2ccc(F)cc2)cc2onc(-c3c(F)cccc3Cl)c2c1=O
  -7, 0.4
CN(CC(=O)N1CCc2[nH]c3ccc(F)cc3c2C1)CC1OCCO1
  -4, -1.4
O=C(NCC1CCCO1)C(c1ccc(F)cc1)N(CCCN1CCOCC1)C(=O)c1ccc(-c2ccccc2)[nH]1 (stereo not given)
  -7, 0.1
COC(=O)c1ccc(CSc2nc3sc(C(=O)O)c(C)c3c(=O)[nH]2)cc1
  0, 2.8

# Sorted by the number under Scp1 inh (smallest number first): 3 from the list above.
# Every second line gives: Scp1 inh, MsrA inhibitor
O=C(NCC1CCCO1)C(c1ccc(F)cc1)N(CCCN1CCOCC1)C(=O)c1ccc(-c2ccccc2)[nH]1 (stereo not given)
  -7, 0.1
CCNc1ccccc1CP(=O)(c1ccccc1)c1ccccc1O (stereo not given)
  -2, 0.7
COC(=O)c1cccc(C23CC4(C2)[C@H](CN(Cc2ccc(-c5ccccc5)cc2)[C@@H]4c2ccccc2)C3c2ccc(C(F)(F)F)cc2)c1 (stereo not given in full)
  1, 0.8

# (next part)
# Every second line gives: Scp1 inh, MsrA inhibitor
COC(=O)[C@@]1(Cc2ccc(F)cc2)[C@H]2c3cc(C(=O)N(C)C)n(Cc4ccc(OC)c(OC)c4)c3C[C@H]2CN1C(=O)c1ccccc1
  -8, -1.3
COc1cc(C(=O)N2CCCN(c3nc4cc(C)ccc4cc3C#N)CC2)cc(OC)c1OC
  -10, -0.9
CC(=O)N1N=C(c2ccccc2OC(=O)/C=C/c2ccccc2)CC1c1ccccc1 (stereo not given)
  0, -0.5
O=C(NCCCn1ccnc1)c1cc2c(ccc3ccccc32)o1
  -5, 1.4
CCn1cc(C(=O)NCCc2ccc(C)cc2)c(=O)c2cc(S(=O)(=O)N(C)C)ccc21
  5, -0.2
Cc1ncc(/C=C2\C(=O)Nc3ccccc32)[nH]1
  -7, 2.6
CCC[C@@H]1C[C@@]1(CCC)[C@@H](NP(=O)(c1ccccc1)c1ccccc1)c1ccc(C(=O)OC)cc1
  -2, 1.0
CCCCc1cc2c(cn1)=C(OC(=O)c1cnc3ccccc3n1)C(C)(OC(=O)CC)C(=O)C=2 (stereo not given)
  -4, 1.8
Oc1ccc2ccccc2c1C=Nc1ccc(N2CCOCC2)cc1
  2, 0.1
COc1ccc(-c2oc3ccc(-c4cc(OC)c(OC)c(OC)c4)cc3c2-c2ccc(OC)cc2)cc1
  -18, -0.3
O=C(c1ccco1)N1CCN(CC(=O)N2CCCc3c2c(=O)oc2ccc(O)cc32)CC1
  -2, 1.1
CCOC(=O)c1ccccc1NC(=O)c1c(N)n(C)c(=O)[nH]c1=O
  -4, 1.2
Cc1ccc(C(=O)C2=C(O)C(=O)N(Cc3cccnc3)C2c2cccc(Oc3ccccc3)c2)o1 (stereo not given)
  6, 1.8
COC(=NC(C)C)NC(C)C
  -10, -1.4
Cc1ccc2c(c1)c1ncnc(N3CCc4ccccc4C3)c1n2C
  4, -0.4
CCn1c(C)nc2cc(C(=O)NNC(=S)Nc3ccccc3OC)ccc21
  -7, 0.3
Clc1cccc(Cl)c1CNc1ccc(N2CCCC2)cc1
  -3, 1.2
CCOC(=O)CCc1c(C)c2ccc(OCC)c(C)c2oc1=O
  -9, -1.1
CCCCCCCc1c(C#N)c(N)[nH]c(=S)c1C#N
  -11, 0.6
O=C(Nc1ccc(S(=O)(=O)N2CCOCC2)cc1)c1ccc(=O)[nH]c1
  32, 0.7
Cc1cc(Cl)ccc1OCc1nc(-c2ccncc2)no1
  -5, 0.4
Cc1cccc(-c2noc(CCC(=O)NC3CCCC3)n2)c1
  -7, 0.8
CCCCc1nc(NCCNC(=O)c2ccco2)c(C#N)c2c1CSC(C)(C)C2
  10, 1.0
Cn1c(=O)c2c(nc(/C=C/c3cccc(Cl)c3)n2C)n(C)c1=O
  -9, -0.1
CCCCNc1nc2ccccc2n1CC(=O)Nc1ccc2c(c1)OCCO2
  -2, -1.8
CCOc1ccc2nc(NC(=O)CN3CCN(c4ccccn4)CC3)sc2c1
  -2, 0.1
CCc1ccc(-c2nc(CN3CCC(C(=O)NCc4ccco4)CC3)c(C)o2)cc1
  -13, 0.0
CC/C(=N\NS(C)(=O)=O)c1ccccc1
  -3, 0.4
CCC/C=C(\CCC)C(NS(=O)(=O)c1cccc2cccnc12)c1ccc(C(=O)OC)cc1 (stereo not given)
  -3, 0.0
O=C1c2ccccc2S(=O)(=O)c2cc(N3CCN(C(=O)c4ccccc4)CC3)ccc21
  -3, -0.2

# Arranged by formula weight (high to low): 5 of the compounds above.
# Every second line gives: Scp1 inh, MsrA inhibitor
COC(=O)[C@@]1(Cc2ccc(F)cc2)[C@H]2c3cc(C(=O)N(C)C)n(Cc4ccc(OC)c(OC)c4)c3C[C@H]2CN1C(=O)c1ccccc1
  -8, -1.3
COc1ccc(-c2oc3ccc(-c4cc(OC)c(OC)c(OC)c4)cc3c2-c2ccc(OC)cc2)cc1
  -18, -0.3
COc1cc(C(=O)N2CCCN(c3nc4cc(C)ccc4cc3C#N)CC2)cc(OC)c1OC
  -10, -0.9
O=C(c1ccco1)N1CCN(CC(=O)N2CCCc3c2c(=O)oc2ccc(O)cc32)CC1
  -2, 1.1
O=C(NCCCn1ccnc1)c1cc2c(ccc3ccccc32)o1
  -5, 1.4

# More entries
# Every second line gives: Scp1 inh, MsrA inhibitor
O=C(Cn1c(=O)[nH]c2ccsc2c1=O)N1CCN(c2ccc(F)cc2)CC1
  6, -1.0
COCCCn1c(C)cc(C(=O)COC(=O)CCc2nc3ccccc3c(=O)[nH]2)c1C
  1, 0.6
CCN(CC)c1ccc2cc(-c3nc(-c4ccc(OC)cc4)cs3)c(=O)oc2c1
  1, 0.4
C=CS(=O)c1sc(Cl)c(N2CCOCC2)c1[N+](=O)[O-] (stereo not given)
  -3, 0.9
C#CCOCCOCCOCCNc1nc(N2CCN(C(=O)[C@H]([C@@H](C)CC)n3cc([C@@H](N)CC(C)C)nn3)CC2)nc(N2CCN(C(=O)[C@H](Cc3ccc(O)cc3)n3cc([C@@H](N)CC(C)C)nn3)CC2)n1
  4, -2.0
COc1ccc(CN2C[C@H](Cc3ccccc3)[C@@H](CC(=O)Nc3ccccc3)C2=O)cc1
  -8, 0.5
Cc1ccc2[nH]c3c(NCc4ccccc4)ncnc3c2c1
  15, 1.5
COc1cc(CN2CCN(c3cc(C)ccc3C)CC2)cc([N+](=O)[O-])c1O
  9, 2.0
Oc1ccc(Br)cc1/C=N/Nc1nc(N2CCCCC2)nc(N2CCOCC2)n1
  -6, 0.3
Cn1c(SCC(=O)NNC(=O)Nc2ccc(Cl)cc2)nnc1-c1ccccc1
  5, -0.4
O=C(Nc1ccccc1)Nc1scc2c1c(=O)oc1ccccc12
  -11, -0.6
COc1ccc(OC)c(Nc2cc(-c3ccccc3)nc(N)n2)c1
  0, 0.8
COc1ccccc1N1C(=O)[C@@H]2[C@H](C1=O)[C@H](C(=O)c1ccc(OC(C)=O)cc1)N1N=CC=C[C@@H]21
  -9, -0.1
COc1cc(-c2nnco2)cc(OC)c1OC
  -6, 0.1
NC(=O)CC[C@@H]1NC(=O)[C@H](CO)NC(=O)c2cc([N+](=O)[O-])cc(I)c2NCCC[C@@H](C(N)=O)NC(=O)[C@H](Cc2ccc(O)cc2)NC1=O
  0, 1.6
CCN(CC)CCSc1nc2ccccc2c(=S)n1-c1ccccc1
  -8, -0.3
COc1ccc(Nc2nc(-c3cccs3)cs2)cc1
  -4, -0.4
COc1ccc(N2CCN(C(=O)COc3ccccc3)CC2)cc1
  -9, 1.1
CCCn1nc(-c2ccccc2)c2nc3ccccc3nc21
  1, 0.6
C/C(=N\Nc1nc(C(=O)O)cs1)c1ccccc1
  11, 3.4
Cc1cc(C(=O)CCl)c(C)n1-c1cccc(S(=O)(=O)N2CCOCC2)c1
  -4, 1.1
Cc1ccc(-c2csc(NC(=O)CSc3nc(C)cc(=O)[nH]3)n2)cc1
  -6, -0.8
COc1ccc(-c2[nH]nc3c2C(c2ccc(OC(=O)N4CCOCC4)cc2)C(C#N)=C(N)O3)cc1 (stereo not given)
  3, -0.2
O=C1NC(NS(=O)(=O)c2ccc(Cl)cc2)(C(F)(F)F)C(=O)N1CCc1ccccc1 (stereo not given)
  2, -2.0
N#CCC(=O)N/N=C/c1cc(-c2ccccc2)n(-c2ccc(Cl)cc2)c1-c1ccccc1
  2, 0.1
N/C(=N\OC(=O)COc1cc(Cl)c(Cl)cc1Cl)c1ccncc1
  1, 1.0
CCC(=O)N1CCc2cc(S(=O)(=O)CCC(=O)Nc3c(C)n(C)n(-c4ccccc4)c3=O)ccc21
  0, 3.0
C[C@@H](Oc1ccccc1)c1nnn(Cc2ccccc2)c1-c1c([C@@H](C)Oc2ccccc2)nnn1Cc1ccccc1
  -21, 2.0
Cc1ccc(NC(=O)CN(C)Cc2c(O)ccc3ccccc23)cc1
  -7, -0.3
CC1(C)CC(=O)C=C(NCCN2CCNCC2)C1
  -13, -1.2
COC(=O)c1ccc(C23CC4(C2)[C@H](CN(Cc2ccc(-c5ccccc5)cc2)[C@@H]4c2ccccc2)C3c2ccc(C(F)(F)F)cc2)cc1 (stereo not given in full)
  12, 0.3
CCOC(=O)C1=C(COc2ccccc2)NC(=O)NC1c1ccc2ccccc2c1 (stereo not given)
  14, -1.0
CC(C)NC(=O)c1sc2nc(-c3cccs3)cc(-c3cccs3)c2c1N
  0, 0.7
FC(F)(F)c1ccc(C2[C@H]3CN(Cc4ccc(-c5ccccc5)cc4)[C@H](c4ccccc4)C34CC2(c2cccnc2)C4)cc1 (stereo not given in full)
  30, -0.8
COc1cc(OC)c(/C=N/NC(=O)c2ccc(Cn3nc([N+](=O)[O-])cc3C)cc2)c(OC)c1
  -7, 0.6
CCOC(=O)C1=C(C)N(CCCCCC(=O)O)C(=O)NC1c1ccccc1OC(=O)c1cccs1 (stereo not given)
  0, 0.0
Cc1occc1-c1nnc(SCc2cc(=O)n3cc(Br)ccc3n2)n1C
  22, 1.6
C#CCOCCOCCOCCNc1nc(N2CCN(C(=O)C([C@@H](C)CC)n3cc(C(N)COC(=O)C(F)(F)F)nn3)CC2)nc(N2CCN(C(=O)[C@H](CCC(=O)O)n3cc(C(N)CC(C)C)nn3)CC2)n1 (stereo not given in full)
  4, -0.5
COc1ccc(C(=O)c2c(-c3ccsc3)oc3ccc(-c4ccc(OC)cc4)cc23)cc1
  -14, -0.6
O=C(C1CCN(S(=O)(=O)N2CCOCC2)CC1)N1CCc2ccccc21
  6, 0.6
CC1=C(C(=O)OC(C)(C)C)C(c2ccc(Br)cc2)NC(=O)N1CCCC(=O)O (stereo not given)
  -2, -0.9
Nc1c(O)ccc2c1C(=O)c1ccccc1C2=O
  -1, 0.6
Cc1ccc(OC(=O)c2ccc3nc(C)sc3c2)cc1
  -5, -0.6
CCn1c(O)c(C=Nc2ccccc2)sc1=S
  -10, 3.9
